Screens: PubChem BioAssay, NCI
Growth percent in the NCI-60 one-dose screen (48 h, 10 µM unless noted): 100 = growth as untreated, 0 = no growth, -100 = all killed.
786-0 = 786-0 renal cancer cells | 81,000 tested, 5.1% active | AID 1794775
CAKI-1 = CAKI-1 renal cancer. 75,000 tested, 4.7% active. AID 1794772
A498 = A498 renal cancer cells. 76,000 tested, 5.4% active
ACHN = ACHN renal cancer; 81,000 tested, 4.9% active; AID 1794771
RXF 393 = RXF 393 renal cancer cells | 77,000 tested, 6.9% active
UO-31 = UO-31 renal cancer. AID 1794768. 81,000 tested, 5.2% active
SN12C = SN12C renal cancer cells; 81,000 tested, 3.8% active; AID 1794767
TK-10 = TK-10 renal cancer cells; 81,000 tested, 3.9% active; AID 1794769
DU-145 = DU-145 prostate cancer. 81,000 tested, 4.2% active
* = called active by the depositor; . = no result given; & = joins results of further samples; [ ] = remark or other dose. The calls were made as follows: active = growth percent below 10; inactive = the rest.

SMILES	786-0	CAKI-1	A498	ACHN	RXF 393	UO-31	SN12C	TK-10	DU-145
Cc1cc(=O)[nH]n1-c1cc(Cl)ccc1N	104	.	120	100	107	89	110	98	132
CC(C)(O)CC(c1ccccc1)(c1ccccc1)c1ccccc1	96	84	104	101	102	81	100	107	107
CCOc1ccccc1N1C(=O)CSC1=S	105	100	101	110	133	92	112	115	105
CCn1cc(C(=O)O)c(=O)c2cc(F)c(N3CCN(C(=O)c4ccc([N+](=O)[O-])cc4)C(C)C3)c(F)c21 (stereo not given)	99	82	92	98	101	73	99	107	105
O=C1COc2cc(O)cc(O)c21	97	119	104	111	108	92	117	125	113
CC(C)(N)c1cn(Cc2ccc(Cl)cc2)nn1	98	91	113	106	103	92	97	105	106
COc1cccc(-c2nc3sccn3c2-c2ccnc(NCCNS(=O)(=O)c3ccccc3)n2)c1	57	53	.	44	64	38	68	83	66
Cc1cc(N2CCC(C)CC2)nc(-n2nc(C)cc2C)n1	101	96	75	88	.	92	96	.	115
O=C(c1ccc(Cl)cc1)C1[C@H](c2ccc(Br)cc2)[C@@H](c2ccccc2)NC12C(=O)Nc1ccc(Br)cc12 (stereo not given in full)	-80*	-94*	-17*	-40*	-95*	-76*	-97*	-79*	-43*
CCc1c(C(=O)Nc2nc3ccc(F)cc3s2)nnn1-c1ccccc1F	84	75	63	91	103	75	84	99	94
N#CCC(=O)N1CCOCC1	97	99	111	115	108	87	100	92	110
O=C(CCCNc1ncnc2c1ncn2-c1ccccc1)NC1CCCCC1	105	93	95	89	114	77	87	105	110
NC(=O)CCC(N)=O	101	104	101	113	105	107	102	98	111
COc1cc(/C=C2\C(=O)Nc3cc(Cl)ccc32)ccc1OCc1ccccn1	111	.	108	95	.	83	104	169	107
CCN(CC)CCC(=O)c1ccc(OC)c2ccccc12	99	89	124	105	82	62	106	60	116
COc1cc(-c2nnc(SCc3cccnc3)n2-c2ccc3c(c2)OCO3)cc(OC)c1OC	81	61	32	91	101	52	90	95	107
Clc1ccc(C2=NN(c3ccccc3)C(c3cccc(Nc4ccnc5cc(Cl)ccc45)c3)C2)cc1 (stereo not given)	72	.	90	82	74	63	81	77	92
Cc1cc(N(CCO)c2ccccc2)nc(N)n1	99	.	110	.	98	95	99	95	112
O=C(Cc1ccc(Cl)cc1F)Nc1cc(C2(C(F)(F)F)CC2)nn1CC1CCCCC1	95	96	90	105	.	81	100	104	112
Cc1ccc(NC(=O)N/N=C/c2c[nH]c3ccccc23)cc1	110	99	102	91	101	92	97	147	111
COc1cc2nc(Nc3ccc(F)cc3)nc(N)c2cc1OC	87	102	64	101	54	76	92	95	94
CCN(CC)CCCNc1cccc2c(C)cc(OC)nc12	95	97	70	92	94	57	88	96	114
O=C(Nc1ccc(I)cc1)c1cc([N+](=O)[O-])ccc1O	40	31	-28*	49	7.5*	22	34	40	51
O=C(/C=C/c1cc2ccccc2[nH]c1=O)c1ccc(O)cc1	63	41	56	66	0.4*	46	48	50	-44*
O=C1Nc2ccccc2C1(c1c[nH]c2ccccc12)c1c[nH]c2ccccc12	84	44	49	1.6*	-53*	34	1.2*	-10*	30
(continued)
SMILES	786-0	CAKI-1	A498	ACHN	RXF 393	UO-31	SN12C	TK-10	DU-145
CCOc1ccc(Cn2c(-c3cncs3)nc3ccccc32)cc1OCC	97	84	84	90	106	63	108	118	113
Oc1ccccc1-c1nc2c([nH]1)-c1cccc3cccc-2c13	101	.	118	92	108	64	100	158	110
COc1ccc(/C=C2\CN(C)CC3C2=NN(c2ccc(F)cc2)C3c2ccc(OC)cc2)cc1 (stereo not given)	73	73	86	74	.	56	85	97	93
N/N=C1\c2ccccc2-c2ccc(N)cc21	114	93	.	103	109	72	100	.	.
c1ccc2c(-c3nc(-c4cccc5ccccc45)c4ccccc4n3)cccc2c1	88	76	99	92	97	60	79	100	93
CCCCCCCCCC1OCC(C)(C)C(C(C)C)O1 (stereo not given)	104	72	93	101	116	88	103	97	111
Cc1ccc(OCC(=O)Nc2ccc(Oc3ccccc3)cc2)c([N+](=O)[O-])n1	66	84	107	101	66	-38*	69	92	90
O=C1N/C(=N\c2nnc(-c3ccc(O)cc3)s2)S/C1=C\c1cccnc1	105	.	114	97	115	89	102	106	112
CC(=O)OC1CCC2(C)C(=CCC3C2CCC2(C)C(C(C)CCCC(C)C)CCC32)C1 (stereo not given)	116	94	93	113	99	63	109	102	115
O=C(Nc1sc2c(c1C(=O)NC1CCCCC1)CCCC2)c1ccccc1	102	99	.	107	129	98	101	115	109
N=c1c(S(=O)(=O)c2ccccc2)cc2c(=O)n3ccccc3nc2n1C1CCCCC1	94	85	79	97	107	63	81	102	100
CC1=NNC(=O)/C1=C/c1ccccc1Cl	100	97	88	103	108	93	110	110	117
Cc1nn(-c2nc3ccccc3s2)c(C)c1Oc1ccccc1O	89	99	52	58	.	39	73	100	68
CCOC(=O)c1c(O)cc(-c2ccc3c(c2)OCO3)cc1-c1sc(N(C)Cc2ccccc2)nc1Cl	96	86	103	103	.	96	90	103	106
Nc1nc2c(C(=O)Nc3ccc(Cl)cc3)c(Nc3ccccc3)nn2c(-c2ccc(Cl)cc2)c1-c1nc2ccccc2s1	117	91	83	102	94	73	102	121	111
CCOC(=O)c1c(C(=O)OCC)c2cc(-c3ccn4c(C(=O)c5ccccc5)c(C(=O)OCC)c(C(=O)OCC)c4c3)ccn2c1C(=O)c1ccccc1	98	.	87	96	97	67	94	112	100
COc1cc(-c2nn(-c3cccc(NC(=O)c4ccc(Cl)c(C(F)(F)F)c4)c3)cc2-c2ccncc2)ccc1Cl	59	61	12	39	-0.4*	37	57	69	65
Cc1c(-c2nnc(SCc3ccccc3)n2Cc2ccccc2)nn(-c2ccc(Cl)cc2Cl)c1-c1ccc(Cl)cc1	74	57	96	65	85	60	68	76	85
Nc1cc(Cl)ccc1S(N)(=O)=O	103	85	132	99	119	61	93	101	129
COc1ccc(NCc2cc(OC)c(OC)c(OC)c2)cc1OC	87	98	104	95	112	95	98	.	111
CCOC(=O)N(C1CCCCC1)C1CCCCC1	104&110	92&98	85&106	100&103	104&97	94&93	105&102	104&97	115&103
O=C(NCN1C(=O)c2cccc3cccc(c23)C1=O)N1CCC(Cc2ccccc2)CC1	102	83	-36*	101	107	72	99	98	106
N#Cc1cccc(OCc2nc(N)nc(N)c2-c2ccc(Cl)c(Cl)c2)c1	19	11	53	18	44	34	33	46	25
Cc1ccc(C(=O)/C=C/Nc2cc(-c3ccccc3)nn2-c2ccccc2)cc1	93	94	80	95	80	71	91	74	106
C=CCOC(=O)C1CCC2OC2C1 (stereo not given)	97	95	119	103	113	91	104	103	110
The listing continues.
SMILES	786-0	CAKI-1	A498	ACHN	RXF 393	UO-31	SN12C	TK-10	DU-145
COc1ccc(C(C)=O)cc1CS/C(=N/S(=O)(=O)c1ccccc1)Nc1cccc(Cl)c1Cl	101	92	109	108	107	81	100	112	105
CCCN(CCC)CCCNc1cc(OC)cc2cccnc12	106	89	58	63	.	71	88	116	104
CC(C)(CO)C(O)C(=O)NCCO (stereo not given)	108	101	87	103	114	91	93	85	118
CCOc1ccc(-c2c(C#N)c(-c3ccc(Cl)cc3)nc3n[nH]c(-c4ccc(Cl)cc4)c23)cc1OC	65	53	114	53	47	33	69	90	65
COc1cc(-c2nc3ccc(-c4nnc(SCC(=O)Nc5ccc(C(C)=O)cc5)o4)cc3[nH]2)cc(OC)c1OC	106	93	95	99	116	85	93	121	115
Cc1ccc2oc(=O)cc(Cn3cc(CSc4nc5cc(Cl)ccc5o4)nn3)c2c1	104	96	90	103	106	88	95	118	102
CN1CCN(Cc2ccc(NC(=O)c3cncc(C#Cc4cnccc4C#N)c3)cc2C(F)(F)F)CC1	101	55	85	67	77	43	61	108	65
COc1ccc2c(c1)c1nc3cc(C)c(C)cc3nc1n2CCN(C)C	-61*	5.0*	45	-11*	13	-24*	17	39	12
CC1CCC(C)N(C)C1 (stereo not given)	94	101	77	105	100	85	93	102	122
S=c1[nH]c2cnc(Cl)nc2[nH]1	122	103	.	106	120	92	108	111	120
c1ccc(-c2ccc(-c3nc4ccccc4[nH]3)cc2)cc1	88	94	89	91	92	67	93	85	95
CC1=C(C(=O)c2ccccc2)CC(c2ccccc2)=NN1	98	73	106	102	108	80	89	117	123
Cn1cccc1C(=O)C1C(c2ccc(F)cc2)C2CSCN2C12C(=O)Nc1ccc(Cl)cc12 (stereo not given)	98	60	103	81	97	64	87	120	97
CC(=O)Nc1ccc(Nc2cc(S(=O)(=O)O)c(N)c3c2C(=O)c2ccccc2C3=O)cc1	108	119	136	107	108	90	97	122	118
Nc1ccccc1C(=O)N[C@@H]1CC(=O)c2ccccc2NC1=O	102	96	66	99	111	84	99	117	114
CC(C)(C)n1cc(-c2ccnc(NCCCNS(=O)(=O)c3ccc(F)cc3)c2)c(-c2ccccc2)n1	63	89	27	94	71	63	81	96	85
CN(C)c1ccc(C2C(C#N)=C(N)Oc3ccc4ccccc4c32)cc1 (stereo not given)	97	57	83	80	96	55	90	146	101
CCN(CC)Cc1c(O)ccc2cc(-c3nc4ccccc4[nH]3)c(=O)oc12	102	94	108	109	.	107	95	104	105
COc1ccc2nc(-c3ccccc3)cc(C(=O)O)c2c1	98	.	99	.	112	98	110	108	108
NC(=S)c1ccc[n+]([O-])c1	106&110	95&88	83&99	101&97	113&108	80&77	106&103	101&119	105&119
Cc1c(C(=O)Nc2nc(-c3ccccc3)cs2)nnn1-c1ccccc1Br	67[50 µM]	34[50 µM]	51[50 µM]	42[50 µM]	76[50 µM]	42[50 µM]	51[50 µM]	.	52[50 µM]
COc1ccccc1NCC(=O)NN	109	95	86	105	117	96	97	115	112
CSc1nc(SC)c2[nH]cnc2n1	94	95	97	104	.	91	104	96	107
Oc1ccc(CCCCCCc2ccc(O)cc2)cc1	14	17	103	-4.6*	60	26	70	85	.
COc1ccccc1/C=C/[C@H]1O[C@@H](C)[C@H](O)[C@@H]1O	105	97	91	103	121	99	100	109	107

Results in RXF 393, for some of the entries so far:
mol | RXF 393
COc1cc(-c2nc3ccc(-c4nnc(SCC(=O)Nc5ccc(C(C)=O)cc5)o4)cc3[nH]2)cc(OC)c1OC | 116
Cc1ccc2oc(=O)cc(Cn3cc(CSc4nc5cc(Cl)ccc5o4)nn3)c2c1 | 106

At a glance, part of the list above:
SMILES	786-0	CAKI-1	A498	ACHN	RXF 393	UO-31	SN12C	TK-10	DU-145
COc1ccc2nc(-c3ccccc3)cc(C(=O)O)c2c1	98	.	99	.	112	98	110	108	108
NC(=S)c1ccc[n+]([O-])c1	106&110	95&88	83&99	101&97	113&108	80&77	106&103	101&119	105&119
Cc1c(C(=O)Nc2nc(-c3ccccc3)cs2)nnn1-c1ccccc1Br	67[50 µM]	34[50 µM]	51[50 µM]	42[50 µM]	76[50 µM]	42[50 µM]	51[50 µM]	.	52[50 µM]
COc1ccccc1NCC(=O)NN	109	95	86	105	117	96	97	115	112
CSc1nc(SC)c2[nH]cnc2n1	94	95	97	104	.	91	104	96	107
Oc1ccc(CCCCCCc2ccc(O)cc2)cc1	14	17	103	-4.6*	60	26	70	85	.
COc1ccccc1/C=C/[C@H]1O[C@@H](C)[C@H](O)[C@@H]1O	105	97	91	103	121	99	100	109	107

New compounds follow
SMILES	786-0	CAKI-1	A498	ACHN	RXF 393	UO-31	SN12C	TK-10	DU-145
CSC(=S)N/N=C/c1coc2ccc(F)cc2c1=O	110	89	88	95	105	63	99	131	104
O=C(O)C(=O)c1ccc[nH]1	107	93	100	103	104	89	101	100	112
Oc1c(Br)cc(Br)c2ccc(Cn3cc(-c4cc(F)cc(F)c4)nn3)nc12	101	86	81	97	104	80	94	111	105
CC(C)C(C#N)C(N)=O (stereo not given)	103	105	115	105	.	95	106	.	124
O=C(Nc1ccc(-n2cc(-c3ccncc3)c(-c3ccc(O)c(Cl)c3)n2)cc1)c1cc(C(F)(F)F)cc(C(F)(F)F)c1	53	54	77	54	-21*	51	64	.	65
CCN(CC1CCN(C2(Cc3ccccc3)COC2)CC1)C(=O)c1cc2ncccc2[nH]1	97	104	.	96	102	88	95	88	105
OCC(O)c1ccccc1 (stereo not given)	98	105	113	106	109	79	101	96	107
C=C(C)C(CCC(C)C)(C(=O)OCC)C(=O)OCC	99	104	.	112	113	79	106	103	121
COc1cccc(-c2nn(-c3ccccc3)cc2-c2ccnc(NCCCNS(=O)(=O)c3ccc(Br)cc3)c2)c1	46	51	41	48	45	22	57	56	73
Nc1ncnc2c1C(c1ccc(Br)cc1)c1sc3c(F)cccc3c1O2 (stereo not given)	100	79	114	94	104	64	104	119	102
O=[N+]([O-])c1cccc(/C=N/N=C2c3ccccc3-c3ccccc32)c1	108	91	115	89	100	81	99	114	102
Cc1ccc(Nc2ncc(Cc3cccc(Cl)c3Cl)s2)cc1	104	88	92	104	84	80	94	107	109
Cc1ccc(-c2cc(C(=O)OCc3ccc(Br)cc3)nn2-c2ccc(S(C)(=O)=O)cc2)cc1	96	96	117	103	104	67	89	117	111
CCCCCCCCCCCCCCCCCC1=NC(C)(CO)CO1 (stereo not given)	92	85	104	91	102	76	94	87	102
NC(=O)N(c1ccccc1)c1ccccc1	94	96	108	103	103	106	100	109	110
CCCCCCCC(=O)OC1CCCCC1C1CCCCC1 (stereo not given)	95	95	.	104	106	96	102	98	109
